A549 viability – A549 cytotoxicity, counter-screen for Nrf2 inhibitors; A549 ARE-Fluc cells, CellTiter-Fluor viability, 18-24 h; Potency, µM (titrated, usually from 46 µM), for the others: at the top dose activity change, negative = cytotoxicity, hits mostly inhibitors; 0.16% of 390,000 active; also: potency is read from the fitted curve at half-maximal effect; % is scaled to controls: 0 for no effect and ±100 for the full control effect
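A549 ARE_Fluc cells in 5% FBS OPTI-MEM were exposed to compounds in concentration-response for 18-24 h at 37 deg C. Viability was read by CellTiter-Fluor fluorescence (Ex 405/Em 525) after 30 min, before the luciferase read.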
pAkt inh – inhibitors of Akt phosphorylation. Neuro2A IGF-stimulated pAkt S473 HTRF, 20 min; stronger effect = lower value. activity change, % for hits at 50 µM. 0.32% of 360,000 active. AID 651550; in the data active = activity change below about -80%; inconclusive = mostly about -51% to -80%; also: % is scaled to controls: 0 for no effect and ±100 for the full control effect
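Neuro2A cells (4,500/well, DMEM with 0.5% FBS) were treated with compound at a single 50 µM final concentration, stimulated with 6 nM IGF for 20 min at 37 °C, and lysed. Phospho-Akt Ser473 was read by HTRF as 665/615 ratio ×10^4.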
Mm-Cpn inhibitor – inhibitors of Methanococcus maripaludis chaperonin (MmCpn). purified Mm-Cpn ATPase, ADP Transcreener TR-FRET. 0.031% of 330,000 active. Potency, µM (top dose mostly 76.9 µM), for inactives: at the top dose activity, negative = inhibition, most hits filed as inhibitors; also: potency is read from the fitted curve at half-maximal effect; % is scaled to controls: 0 for no effect and ±100 for the full control effect; nearly all actives have a fitted effect of over 80% in size
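Eu-cryptate anti-ADP/ADP-d2 competition gives a ratio inversely related to ADP. Enzyme at 25 nM was pre-exposed to compound for 10 min, then given 10 uM ATP for 30 min, 37°C throughout.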
Nrf2 inh – Nrf2 pathway inhibition; A549 ARE-Fluc reporter, luciferase luminescence, 18-24 h; Potency, µM (highest dose often 46 µM), inactives show at the highest dose activity change, negative = inhibition, usual class: inhibitors; 2.1% of 360,000 active; AID 504444; also: potency is read from the fitted curve at half-maximal effect; % is scaled to controls: 0 for no effect and ±100 for the full control effect; nearly all actives have a fitted effect of over 60% in size
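Reporter: ARE-Fluc in A549. Exposure: 18-24 h, 37 °C, 5% CO2, 5% FBS OPTI-MEM. Readouts: fluorescent cytotoxicity (CellTiter-Fluor), then luminescent Nrf2 signal after BugLite.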
CCT modulator – changes cytosolic chaperonin activity | purified chaperonin ATPase assay, HTRF ADP detection, 30 min | activity change, % (concentration not given with the values), hits read low | 0.3% of 360,000 active; in the data active = activity change below about -30%; also: % is scaled to controls: 0 for no effect and ±100 for the full control effect
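TRiC (40 or 20 nM final, by batch activity) in 30 mM Tris pH 7.4, 100 mM KCl, 5 mM MgCl2, 1 mM DTT was treated with compound at 76 uM single dose, then 10 uM ATP, 30 min at 37 °C. ADP was read by HTRF Transcreener.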
Nrf2 ARE act – Nrf2 pathway activation; Potency, µM (doses to about 46.1 µM), without a hit: at the highest dose activation, usual class: activators; AID 624171; AREc32 ARE-luciferase reporter (MCF7-derived line), luminescence, 24 h; 0.31% of 410,000 active; also: potency is read from the fitted curve at half-maximal effect; % of control where 0% means no effect; nearly all actives have a fitted effect of over 65% in size
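Each well held 1000 AREc32 cells, which were incubated with compound for 24 hr at 37 deg C after overnight attachment, and ARE reporter activity was quantified by firefly luciferase luminescence.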
Abeta rescue – restores growth of yeast expressing A-beta42 peptide. 0.063% of 410,000 active. yeast expressing A-beta42, growth rescue, OD600, 48 h; response scale: 0% DMSO, 100% iron-clioquinol control. Potency, µM (highest dose often 46.1 µM), for the others: at the highest dose growth rescue, usual class: activators. AID 1347071; also: potency is read from the fitted curve at half-maximal effect; nearly all actives have a fitted effect of over 55% in size
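Yeast A-beta toxicity model in growth medium with pinned compounds, 48 h at 30 C; growth read as absorbance at 600 nm. Normalized to FeCl3/clioquinol equimolar mix (positive) and DMSO (negative).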
HepG2 tox – kills HepG2 cells in TGF-b inhibitor counter-screen. Potency, µM (doses to about 46.1 µM), for inactives: at the top dose activity change, negative = cytotoxicity, hits mostly cytotoxic. HepG2 CAGA-GFP viability, ATP luminescence, 18 h. 0.76% of 410,000 active; also: potency is read from the fitted curve at half-maximal effect; some results filed as inactive show a strong effect at the top dose
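HepG2 CAGA-GFP cells (1000/well, DMEM with 1% FBS) received compound, then TGF-beta at 500 pg/mL final, and were incubated 18 hours at 37 degrees C. Viability was read by CellTiter-Glo luminescence. Media-only wells were set as complete cell-killing and DMSO as no toxicity.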
TGFb SMAD3 inh – TGF-b pathway inhibition; HepG2 CAGA-GFP TGF-b/SMAD3 reporter, GFP fluorescence, 18 h; TGF-beta stimulated, 500 pg/mL final; Potency, µM (series often up to 46.1 µM), inactives show at the top dose activity, negative = inhibition, usual class: inhibitors; 1.2% of 410,000 active; also: potency is read from the fitted curve at half-maximal effect; % is scaled to controls: 0 for no effect and ±100 for the full control effect; nearly all actives have a fitted effect of over 65% in size
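Per well, imaged GFP fluorescence of HEPG2 CAGA-GFP cells gives the signal; cells get compound, then TGF-beta (500 pg/mL final), 18 h at 37 degrees C; %Activity versus -TGF-beta and +DMSO controls.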
Starred values were filed as active, the others as inactive; i = inactive; u = inconclusive; x = no result given; & = joins results of further samples. Unless noted, calls follow the shape of the dose curve; as a rule, active = well fitted curve in the direction sought with a large enough effect; inconclusive = small, poorly fitted or top-dose-only effect, or another doubt; inactive = no such curve, though single readings can be large; an effect the other way counts as inactive or inconclusive.

SMILES	A549 viability	pAkt inh	Mm-Cpn inhibitor	Nrf2 inh	CCT modulator	Nrf2 ARE act	Abeta rescue	HepG2 tox	TGFb SMAD3 inh
O=C(CNC(=O)c1ccco1)N/N=C/c1ccc(O)cc1O	-9%	i	2%	-10%	0.0	-0.8%	-17%	-32%	-6%
O=C(O)c1cccc(OS(=O)(=O)c2cc(Br)ccc2Br)c1	0%	i	1%	1%	-15	3.6%	-25%	-11%	-1%
COc1ccc(C(CC(=O)Nc2ccccc2OC)n2cccc2)cc1 (stereo not given)	-14%	i	0%	-21%	-0.1	2.1%	-8%	-60%	28%
COc1ccc2c(Cl)c(C(=O)N/N=C/c3c(C)[nH]c4ccccc34)sc2c1	u	i	-4%	2%	-6.5	0.0%	-7%	-29%	5%
O=C(NCCc1cccs1)c1ccc(CS(=O)Cc2ccc(Cl)cc2)o1 (stereo not given)	-16%	i	-4%	-19%	-0.8	-0.6%	8%	-1%	7%
COc1ccc(-c2n[nH]c(=S)n2/N=C/C=C/c2ccccc2OC)cc1	-6%	i	1%	-16%	-0.5	2.5%	32%	3%	-7%
CC1(C)C2CCC1(CS(=O)(=O)Nc1cccc(S(N)(=O)=O)c1)C(=O)C2 (stereo not given)	-5%	i	0%	3%	0.0	0.6%	9%	20%	9%
Cc1ccc(S(=O)(=O)Nc2cc(-c3ccccc3)nn2C)cc1Cl	6%	i	2%	16%	2.2	-0.6%	2%	7%	0%
COc1ccc(-c2nc(CSCC(=O)NC3CCCc4ccccc43)c(C)o2)cc1 (stereo not given)	-20%	i	0%	u	-2.2	-0.1%	-8%	3%	0%
CC1CCCN(CCOCCSc2ccccc2)C1 (stereo not given)	-10%	i	-4%	-5%	1.8	-0.4%	5%	1%	-8%
CC1CCN(CC2CCN(C(=O)NCc3ccc(F)cc3)CC2)CC1	1%	x	x	x	x	0.5%	-9%	6%	19%
O=C(Nc1nc(-c2ccc(F)c(F)c2)cs1)C1=COCCO1	-6%	i	-6%	u	-6.1	4.7%	-1%	-41%	-25%

One compound at a time (already shown):
`O=C(CNC(=O)c1ccco1)N/N=C/c1ccc(O)cc1O` as listed: A549 viability = -9%; pAkt inh = i; Mm-Cpn inhibitor = 2%; Nrf2 inh = -10%; CCT modulator = 0.0; Nrf2 ARE act = -0.8%; Abeta rescue = -17%; HepG2 tox = -32%; TGFb SMAD3 inh = -6%
`CC1CCN(CC2CCN(C(=O)NCc3ccc(F)cc3)CC2)CC1` as listed: A549 viability = 1%; pAkt inh = x; Mm-Cpn inhibitor = x; Nrf2 inh = x; CCT modulator = x; Nrf2 ARE act = 0.5%; Abeta rescue = -9%; HepG2 tox = 6%; TGFb SMAD3 inh = 19%
`CC1(C)C2CCC1(CS(=O)(=O)Nc1cccc(S(N)(=O)=O)c1)C(=O)C2` (stereo not given) as listed: A549 viability = -5%; pAkt inh = i; Mm-Cpn inhibitor = 0%; Nrf2 inh = 3%; CCT modulator = 0.0; Nrf2 ARE act = 0.6%; Abeta rescue = 9%; HepG2 tox = 20%; TGFb SMAD3 inh = 9%

The list continues.
SMILES	A549 viability	pAkt inh	Mm-Cpn inhibitor	Nrf2 inh	CCT modulator	Nrf2 ARE act	Abeta rescue	HepG2 tox	TGFb SMAD3 inh
CC1(C)Cc2c(sc3c2C2=NCCN2C=N3)CS1	u	i	-1%	x	4.3	0.2%	-3%	14%	8%
CCOC(=O)C1=C(CS(=O)(=O)c2ccc(C)c(C)c2)NC(=O)NC1c1ccc(O)cc1 (stereo not given)	-3%	i	2%	8%	-2.3	-0.5%	-8%	-14%	2%
Cc1ccc(S(=O)(=O)NC(Cc2ccccc2)C(=O)NN)cc1 (stereo not given)	2%	i	-2%	-2%	0.8	0.5%	-13%	5%	13%
COC(=O)Cn1cnc2c(oc3ccccc32)c1=O	-3%	i	-1%	-4%	0.8	-0.5%	2%	1%	21%
O=C(CN1CCN(S(=O)(=O)c2ccc(Cl)cc2)CC1)NCC1(N2CCOCC2)CCCCC1	4%	i	0%	-12%	-0.7	-0.9%	-3%	-23%	-21%
CCN(CC)c1ccc(NC(=O)CSc2nnc3nc(C)cc(C)n23)cc1	-2%	i	-2%	u	-2.8	0.0%	0%	4%	4%
CCOC(=O)c1cc2c(=O)c3cc(C)ccc3oc2nc1C	8%	i	0%	u	-9.0	0.2%	-17%	-1%	0%
CCOc1cc2sc(N3CCC(C(=O)Nc4ccc(C)cc4C)CC3)nc2cc1Br	0%	x	x	u	x	1.2%	6%	7%	3%
COc1ccc(C(=O)c2coc3ccc(O)c(CN4CCCC4)c23)cc1	-1%	i	1%	-7%	-0.1	3.1%	-7%	-26%	-10%
Nc1nc(NCc2cccs2)nn1-c1ccccc1	-3%	i	x	u	-2.1	0.0%	1%	-12%	-20%
N#CC1=C(SCC(=O)Nc2ccccc2)NC(=O)CC1c1ccc(O)cc1 (stereo not given)	-2%	i	-1%	u	-3.4	0.8%	-13%	-13%	-9%
CCCCc1nnc(NC(=O)C2CC(=O)N(c3ccc4c(c3)OCCO4)C2)s1 (stereo not given)	-2%	i	0%	-3%	-2.3	-0.1%	-1%	3%	-7%
CC(=O)Nc1ccc(OCC(=O)NCCc2ccc(Cl)cc2)cc1	3%	i	-2%	4%	-1.5	-1.2%	0%	-2%	-7%
Cc1nc(N2CCC(C)CC2)c2c(C)c(C(=O)Nc3ccc(C(F)(F)F)cc3)sc2n1	u	i	-6%	21µM*	-2.1	-0.3%	7%	-7%	-2%
Cc1ccc(-n2cccn2)c(CN2CCCC(C(=O)c3ccc4c(c3)OCO4)C2)c1 (stereo not given)	-10%	i	-1%	0%	-1.4	1.9%	-19%	-23%	-25%
CCOC(=O)c1c(C)[nH]c(C(=O)CSc2nc3ccccc3o2)c1C	-3%	i	-1%	1%	-2.5	0.2%	-2%	-6%	0%
COc1ccc(NC(=O)CNC(=O)Cn2c(C)cc3ccccc3c2=O)c(OC)c1	-1%&1%	i	-3%	4%	-0.5	0.9%&0.0%	4%&-3%	-4%&-15%	4%&-25%
O=C(NCc1cccnc1)c1ccc(COc2ccc3c(c2)CCC3)o1	3%	i	2%	-18%	1.6	3.2%	1%	-49%	u
COc1ccc(C(=O)NCc2nc(-c3cccc(C)c3)no2)cc1OC	8%	x	x	-29%	x	4.7%	-17%	-16%	u
O=C(COc1ccc(F)cc1)Nc1ccc2c(c1)OCCO2	8%	i	0%	u	-2.2	0.5%	-11%	-12%	2%
CC(C)C(=O)N(Cc1cc(=O)[nH]c2ccccc12)c1ccccc1	-1%	i	-2%	3%	-0.4	3.1%	-8%	-28%	-5%
CCCNC(=O)COc1cccc(C(=O)NCc2ccccc2)c1	4%	i	-1%	-17%	0.7	-0.1%	-9%	-4%	-7%
COc1ccc(-c2cc3ccc(O)c(CN4CCN(C)CC4)c3oc2=O)cc1OC	u	x	x	x	x	11%	-8%	-10%	5%
Cc1ccc(CNC(=O)CN2CCN(Cc3ccc(F)cc3Cl)C2=O)cc1	2%	x	x	7%	x	-0.4%	-5%	-2%	u
CCCCN(C(=O)CNC(=O)c1ccco1)C(C(=O)NC1CCCCC1)c1cccnc1 (stereo not given)	3%	i	-1%	7%	-3.0	0.2%	16%	-16%	-18%
COCCN=C1OC(=O)N2C(=O)C3=C4[C@@H](C[C@H]5C(=O)N(c6ccccc6)C(=O)[C@H]5[C@H]4[C@@]12Cc1ccccc1)[C@H]1C(=O)N(c2ccccc2)C(=O)[C@H]1[C@H]3C	-17%	i	-1%	4%	-1.2	0.2%	-9%	1%	u
COc1ccc(C(=O)Nc2ccc(NC(=O)Cc3ccccc3)cn2)cc1	1%	i	-1%	-20%	-1.4	3.0%	-5%	-4%	-15%
COc1ccccc1CC(=O)Nc1ccc2c(C)cc(=O)oc2c1	u	i	-2%	14%	-3.5	4.2%	-6%	-7%	-20%
CC(Sc1ccccn1)C(=O)Nc1ccc2c(c1)OCO2 (stereo not given)	-6%	i	1%	-3%	1.0	3.6%	u	-1%	-1%
Cc1cccc2c1OCC/C2=N\NC(=O)COc1ccccc1	-6%	i	1%	x	-32*	4.1%	11%	-1%	1%
CC1(C(=O)NS(=O)(=O)C2CC2)CCCN(C(=O)COCc2ccccc2)C1 (stereo not given)	x	i	x	x	-0.2	0.2%	-21%	6%	30%
COc1cc(CNc2ccc(N3CCOCC3)cc2)cc(Br)c1OC	12%	i	-6%	0%	0.3	9.0%	2%	-19%	u
Cc1ccc(Nc2nnc(SCC(=O)NCCN3C(=O)CSC3=O)s2)cc1C	-6%	i	3%	2%	1.4	11%	2%	-33%	u
Clc1ccc2nc(-c3cccc(SC4CCCCC4)c3)c(NCc3ccccc3)n2c1	-7%	i	-2%	-26%	0.5	0.6%	-5%	-19%	3%
O=C(NCCc1ccc(C(F)(F)F)cc1)C1CC(=O)N(Cc2ccccc2)C1 (stereo not given)	2%	i	2%	u	-1.2	0.3%	7%	-1%	-22%
O=C(CCc1c[nH]c2ccccc12)N1CCN(c2ccc(F)cc2)CC1	0%	i	-4%	3%	-7.6	-0.8%	22%	-2%	-18%
CCOc1ccc(NC(=NCc2ccc3c(c2)OCO3)SC2CC(=O)N(c3ccc(C(=O)O)cc3)C2=O)cc1 (stereo not given)	3%	i	0%	u	0.9	3.7%	15%	4%	-19%
Cc1cc(OC(C)C(=O)NCCc2c[nH]c3ccccc23)c2c(C)cc(=O)oc2c1 (stereo not given)	1%	i	-1%	-20%	-15	-0.6%	-20%	-30%	1%
c1coc(-c2nc(-c3ccco3)c(-c3ccco3)nc2-c2ccco2)c1	0%&1%	x	-6%	-4%&5%	0.2	u	-1%	-28%&-2%	-21%&-1%

Compound activity from PubChem BioAssay.
